HT1080-NT tox = qHTS for induction of synthetic lethality in tumor cells producing 2HG: qHTS for the HT-1080-NT fibrosarcoma cell line; Potency, µM (titrated, usually from 46.1 µM), for inactives: top-dose activity, negative = less viability, actives largely listed as cytotoxic; 1.6% of 360,000 active; HT-1080-NT fibrosarcoma viability, CellTiter-Glo ATP luminescence, 48 h;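 also: NT is the 2HG producing partner of a matched IDH1 knockdown line; potency is read from the fitted curve at half-maximal effect; 0% = DMSO-treated cells and -100% = media-only wells without cells; nearly all actives have a fitted effect of over 55% in size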
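Viability of the 2HG-overproducing fibrosarcoma line after 48 hours of compound exposure at 37 degrees C was determined by luminescence with CellTiter-Glo, and concentration-effect curves were then fitted and categorized.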
ATXN2 expr inh = Primary qHTS for Inhibitors of ATXN expression. AID 1745845, 2022. HEK-293 ATXN2-luciferase reporter, luminescence, 24 h. 0.72% of 360,000 active. Potency, µM (highest dose often 57 µM), inactives show at the highest dose activity change, negative = inhibition, hits mostly inhibitors; also: potency is read from the fitted curve at half-maximal effect; % is scaled to controls: 0 for no effect and ±100 for the full control effect; nearly all actives have a fitted effect of over 55% in size
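ATXN2-luciferase reporter cells (luciferase flanked by upstream and downstream ATXN2 gene portions) were treated 24 h at 37 °C with compounds at up to 57 uM. SteadyGlo luminescence gave expression; GF-AFC fluorescence gave viability.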
HT1080 IDH1KD tx = qHTS for induction of synthetic lethality in tumor cells producing 2HG: qHTS for the HT-1080-IDH1KD cell line; HT-1080 IDH1 knockdown viability, ATP luminescence, 48 h; Potency, µM (titrated, usually from 46.1 µM), for inactives: top-dose activity, negative = toxicity, usual class: cytotoxic; 2% of 360,000 active; AID 686971, 2013;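 also: potency is read from the fitted curve at half-maximal effect; 0% = DMSO wells and -100% = cell-free medium wells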
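Cytotoxicity counter-line: IDH1KD HT-1080, 48 h, CellTiter-Glo. Curves classed by r2, magnitude and activity.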
S2 tox = Viability Counterscreen for Primary qHTS for Inhibitors of ATXN expression | 0.49% of 400,000 active | S2 cells (HEK-293 line with an ATXN2-luciferase reporter) viability, CellTiter-Fluor protease fluorescence, 24 h | Potency, µM (top dose mostly 56.7 µM), usual class: cytotoxic; also: potency is read from the fitted curve at half-maximal effect; nearly all actives have a fitted effect of over 40% in size
IL-1B inflam inh = qHTS for Inhibitors of Inflammasome Signaling: IL-1-beta AlphaLISA Primary Screen. THP-1 LPS/ATP IL-1B secretion, AlphaLISA, 16 h; stronger effect = lower value. activity change, % at 57.5 µM. 4.7% of 360,000 active. AID 743279, 2014; in the data active = activity change below about -50%; inconclusive = mostly about -30% to -49%; also: % is scaled to controls: 0 for no effect and ±100 for the full control effect
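Secreted IL-1B measured by AlphaLISA bead assay after 16 h compound exposure of THP-1 cells; compounds (final up to 57.5 uM) added 1 h before LPS (250 ng/mL) and ATP (1.25 mM) stimulation; lower signal means less secretion.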
MCF10A rereplic = A quantitative high throughput screen for small molecules that induce DNA re-replication in MCF 10a normal breast cells. 2.9% of 350,000 active. AID 624296, 2012. MCF 10A DNA re-replication, Hoechst nuclear intensity, 48 h. Potency, µM (top dose mostly 46.1 µM), without a hit: at the top dose activity, positive = re-replication, actives largely listed as activators; also: potency is read from the fitted curve at half-maximal effect; % of control where 0% means no effect; nearly all actives have a fitted effect of over 50% in size
KB-3-1 cytotox = qHTS assay for MDR1-selective chemotherapeutics: Primary screen using the parental adenocarcinoma cell KB-3-1; Potency, µM (top dose mostly 46.1 µM), for the others: at the highest dose activity change, negative = cytotoxic, actives largely listed as cytotoxic; 1.4% of 400,000 active; AID 1347075, 2019; KB-3-1 viability, CellTiter-Glo ATP luminescence, 72 h; also: potency is read from the fitted curve at half-maximal effect; % is scaled to controls: 0 for no effect and ±100 for the full control effect; nearly all actives have a fitted effect of over 60% in size
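Using CellTiter-Glo luminescence, growth of non-resistant KB-3-1 adenocarcinoma cells is assessed 72 h after pin-tool compound addition at 37 °C. Normalized responses across the concentration series yield fitted curves.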
HepG2 viability = qHTS for Inhibitors of TGF-b: Cytotox Counterscreen; HepG2 CAGA-GFP viability, ATP luminescence, 18 h; Potency, µM (titrated, usually from 46.1 µM), without a hit: at the highest dose activity change, negative = cytotoxicity, most hits filed as cytotoxic; 0.76% of 410,000 active; AID 588856, 2011; also: potency is read from the fitted curve at half-maximal effect; some results filed as inactive show a strong effect at the top dose
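HepG2 CAGA-GFP cells (1000/well, DMEM with 1% FBS) received compound, then TGF-beta at 500 pg/mL final, and were incubated 18 hours at 37 degrees C. Viability was read by CellTiter-Glo luminescence. Media-only wells were set as complete cell-killing and DMSO as no toxicity.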
SW480 rerep = A quantitative high throughput screen for small molecules that induce DNA re-replication in SW480 colon adenocarcinoma cells; SW480 DNA re-replication, Hoechst DNA content imaging, 48 h; Potency, µM (top dose mostly 46.1 µM), for inactives: top-dose re-replication activation, actives largely listed as activators; 1.8% of 340,000 active; AID 624297, 2012; also: potency is read from the fitted curve at half-maximal effect; % of control where 0% means no effect; nearly all actives have a fitted effect of over 55% in size
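Readout is total intensity of Hoechst-stained nuclei, excited at 405 nm and collected at 500-530 nm. Compound treatment lasted 48 hr at 37 C in 5% CO2 before staining.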
* = called active by the depositor; i = inactive; ? = inconclusive; · = no result given; [ ] = dose if it differs, or a comment. Unless noted, calls follow the shape of the dose curve; as a rule, active = well fitted curve in the direction sought with a large enough effect; inconclusive = small, poorly fitted or top-dose-only effect, or another doubt; inactive = no such curve, though single readings can be large; an effect the other way counts as inactive or inconclusive. Random draw from the library. Share with any hit: about 8.9%.

Values run as follows: HT1080 IDH1KD tx	HT1080-NT tox	IL-1B inflam inh	ATXN2 expr inh	SW480 rerep	MCF10A rereplic	S2 tox	KB-3-1 cytotox	HepG2 viability
CC(C)C(=O)Nc1ccc(C(=O)CN2C(=O)NC3(CCOc4ccccc43)C2=O)cc1 (configuration not stated)
→ -1%	8%	3	7%	-3%	-1%	i	28%	-1%
COCCCNC(=O)C(=O)N/N=C/c1ccc(OCC(=O)Nc2cccc(Cl)c2C)c(OC)c1
→ 12%	16%	-6	3%	-4%	-2%	i	32%	7%
c1ccc(-c2cc(-c3ccccc3)[nH]n2)cc1
→ -3%	-10%	7	101%[activator]	7%	26%	i	-28%	-16%
COc1ccc(-c2oc3cccnc3c2-c2ccc(OC)nc2)cc1
→ -2%	0%	?	7%	-12%	?	i	1%	-5%
CC(C)(C)OC(=O)N1CCc2onc(-c3ccccc3[N+](=O)[O-])c2C1=O
→ 7%	8%	16	·	·	·	·	7%	·
COc1cc(S(=O)(=O)NCc2ccc(F)cc2)ccc1-n1cnnn1
→ 17%	0%	10	-21%	-7%	-4%	i	0%	5%
O=C(COc1ccccc1Br)NCCC1=CCCCC1
→ 1%	20%	27	·	-4%	8%	·	4%	-53%
O=C(CSc1ccc(F)cc1)NC(=O)c1ccccc1
→ 5%	9%	0	·	·	·	i	3%	-4%
COc1cc2c(cc1OC)CN(CCOc1ccc(Br)cc1)CC2
→ 3%	-15%	-10	·	0%	-5%	?	-5%	-22%
COc1cccc(CNC(=O)CSc2nc3c(oc4ccccc43)c(=O)n2CC2CCCO2)c1 (configuration not stated)
→ 2%	0%	14	-9%	-62%[inhibitor]	-2%	?	12%	16%

An excerpt from above in order of the IL-1B inflam inh value, descending.
| molecule | IL-1B inflam inh |
| --- | --- |
| CC(C)(C)OC(=O)N1CCc2onc(-c3ccccc3[N+](=O)[O-])c2C1=O | 16 |
| CC(C)C(=O)Nc1ccc(C(=O)CN2C(=O)NC3(CCOc4ccccc43)C2=O)cc1 (configuration not stated) | 3 |
| COCCCNC(=O)C(=O)N/N=C/c1ccc(OCC(=O)Nc2cccc(Cl)c2C)c(OC)c1 | -6 |

Carrying on.
Values run as follows: HT1080 IDH1KD tx	HT1080-NT tox	IL-1B inflam inh	ATXN2 expr inh	SW480 rerep	MCF10A rereplic	S2 tox	KB-3-1 cytotox	HepG2 viability
Cc1cc(C)c(NS(=O)(=O)c2cccc3cccnc23)c(C)c1
→ 15%	-5%	12	-25%[11.3 µM]	0%	0%	i	-2%	-3%
Cc1ccc(S(=O)(=O)c2nc(-c3ccccc3F)oc2N2CC(C)OC(C)C2)cc1 (configuration not stated)
→ -11%	1%	i	2%	-3%	6%	i	-2%	0%
Cc1cc(NC(=O)CCC(=O)N(Cc2ccco2)C(C)(C)C(=O)NC2CCCCC2)no1
→ 16%	10%	2	-10%	-3%	1%	i	-1%	-5%
CCCc1c(C)nn(-c2ncccc2[N+](=O)[O-])c1C
→ -3%	-1%	-5	2%	-14%	-4%	i	-4%	7%
CC(C)(C)Cc1c(C2CCCCC2)nc2ccc(Br)cn12
→ -21%	-25%	28	0%	·	·	?	0%	-40%
CN(C)c1cc[n+](CC(=O)Nc2ccc(OC(F)F)cc2)cc1
→ ?	-20%	-12	-20%	-9%	-8%	i	4.1µM*	-15%
CCCn1cnc2cc(NCc3cccs3)ccc21
→ 10%	-17%	?	27%	-2%	10%	i	2%	-7%
CN(C)c1ccc(/C=C/C(=O)c2ccc3c(c2)OCO3)cc1
→ -14%	?	-92*	69%[activator]	?	?	·	?	-8%
CSc1ccc(-c2ccc3c(c2)c(Sc2ccccc2)c(-c2ccccc2)n3C)cc1
→ -2%	-21%	5	3%	·	·	i	-20%	·
Cc1nnc(SCC(=O)Nc2cc(C(F)(F)F)ccc2Cl)n1C
→ 0%	1%	23	-4%	-12%	3%	i	13%	-29%
CCOC(=O)Cn1cncc1-c1ccc([N+](=O)[O-])cc1
→ 7%	12%	38	29%	?	14%	i	8%	-2%
Cc1ccc(Cn2ccc(NC(=O)c3cc(CC(C)C)on3)n2)cc1
→ 0%	-16%	11	9%	-12%	3%	i	10%	-1%
CNS(=O)(=O)c1cccc(C(=O)OCC(=O)Nc2ccc3ccccc3c2)c1
→ -1%	-12%	20	-4%	-2%	0%	i	-1%	-4%
CN(Cc1ccc(OC(F)F)cc1)C(=O)c1ccc2nccnc2c1
→ -22%	0%	-2	2%	3%	0%	i	-18%	-13%
O=C1OC(c2ccccc2)=CC1=Cc1ccccc1O
→ -3%	-8%	-18	·	·	·	i	0%	-9%
CC(C)CNC1=C(C(=S)Nc2ccccc2)C(=O)CC(C)(C)C1
→ -6%	-8%	-5	0%	8%	?	i	17%	-11%
CCOC(=O)N1CCN(C(=O)C[C@@H]2C[C@@]3(C(=O)OC)CC(C)(C)CC=C3N(Cc3ccco3)C2=O)CC1
→ 5%	13%	6	·	·	·	·	5%	·
Cc1cc(C(=O)Nc2cc(S(C)(=O)=O)ccc2Cl)c(C)o1
→ -4%	0%	5	-12%	·	·	?	22%	-5%
Cc1ccccc1NC(=O)CC1c2ccccc2CC(C)(C)N1C (configuration not stated)
→ -1%	1%	-13	-16%	8%	-2%	?	4%	6%
c1ccc(-c2nc3ccccn3c2NCc2ccc3c(c2)OCO3)cc1
→ 3%	0%	?	7%	0%	23%	i	-1%	-25%
CN(C)CCN1C(=O)C(=O)/C(=C(/O)c2ccc(F)cc2)C1c1ccccc1 (configuration not stated)
→ -2%	-3%	-3	-5%	-6%	1%	i	-1%	5%
NC1=NN=C(N2N=C(c3ccc(Br)cc3)CC2(O)C(F)(F)F)n2ncnc2C1 (configuration not stated)
→ -10%	-4%	-5	-24%	-2%	-9%	i	24%	-27%
CCOc1ccc(NC(=O)CCNC(=O)c2ccc(Br)cc2)cc1
→ -23%	?	-20	25%	?	12%	i	-8%	2%
O=C(NC1CCC(O)CC1)c1ccc(-c2ccc([N+](=O)[O-])cc2)o1 (configuration not stated)
→ 0%	-9%	-12	·	-4%	-1%	i	10%	-26%
CS(=O)(=O)N(CCc1ccccc1)CC(=O)NCc1ccccc1Cl
→ -2%	-12%	0	-8%	0%	-7%	?	-10%	0%
COc1cc(-c2nn3c(-c4cccc(C)c4)nnc3s2)cc(OC)c1OC
→ 2%	-4%	35	-6%	1%	?	i	-4%	-11%
CCCCOc1ncnc2c1[nH]c1ccc(C)cc12
→ 4.6µM*	?	·	3%	-1%	-2%	i	?	-20%
O=C(C1CCCN(S(=O)(=O)c2cccc3nsnc23)C1)N1CCc2ccccc2C1 (configuration not stated)
→ -11%	-2%	?	-14%	-1%	20%	?	-17%	-17%
OC1(c2cccc(C(F)(F)F)c2)CCN(c2ncnc3c2[nH]c2ccccc23)CC1
→ ?	23µM*	-24	27%	?	?	?	?	-53%
COc1ccc(-c2csc(NC(C)c3nc4cc(C(F)(F)F)ccc4n3CCOCCO)n2)cc1 (configuration not stated)
→ ?	-24%	?	?	33%[9.22 µM]	24%	?	?	-23%
CCn1nnc2cc(C(=O)Nc3cc(Cl)ccc3C)ccc21
→ 10%	6%	-19	·	0%	-1%	i	2%	-2%
Cc1ccccc1NC(=O)c1cccc(C(=O)Nc2ccccc2C)n1
→ 6%	-1%	11	4%	29%	0%	i	7%	-5%
CC(C)CNC(=O)[C@H]1N2C(=O)c3ccccc3C2SC1(C)C (some centres not stated)
→ 3%	-2%	11	-15%	1%	-1%	i	-5%	-8%
Cc1ccc(O)c(C2=Nc3ccccc3N=C(c3ccc([N+](=O)[O-])cc3)C2)c1
→ 1%	-4%	0	-6%	·	3%	i	?	-12%
CC(C)(C)c1cc(NC(=O)COc2ccc(Br)cc2)n(-c2ccccc2)n1
→ -21%	-18%	-13	0%	8%	0%	?	12%	-32%
CCOC(=O)C1CCN(C(=O)CSc2ccccc2)CC1
→ 0%	2%	30	1%	-2%	1%	i	17%	-8%
COc1ccc(CCCc2n[nH]c(=S)o2)cc1C
→ -10%	-7%	23	21%	3%	-2%	i	11%	-14%
CSc1ccccc1NC(=O)c1ccc(CN2CCOCC2)cc1
→ 13%	7%	-7	25%	-10%	7%	i	-1%	-9%
CCN(C(=O)c1cnc(NC(C)C)cc1C(F)(F)F)c1ccc(Cl)cc1
→ -12%	-4%	?	-16%	-5%	-1%	i	-24%	-4%
O=C(COc1ccc(F)cc1Cl)Nc1cccc(S(=O)(=O)N2CCCC2)c1
→ 2%	1%	-52*	3%	-16%	-5%	i	23%	-101%
COc1ccc2cnn(-c3ccccc3C)c(=O)c2c1OC
→ -8%	-12%	20	-16%	-1%	-1%	?	-2%	-25%
CCC1(c2ccccc2)NC(=O)N(CC(=O)Nc2ccc(S(=O)(=O)Nc3ncccn3)cc2)C1=O (configuration not stated)
→ 2%	1%	0	3%	-4%	-1%	?	6%	-3%
O=C(O)COc1ccccc1/C=C1\SC(=S)N(/N=C/c2ccccc2O)C1=O
→ 8%	18%	22	2%	-4%	?	i	10%	-1%
CN(C(=S)NC(=O)C1CC1)c1ccc(O)cc1
→ 2%	2%	60	-23%	-1%	5%	i	-3%	2%
COc1ccc(NC(=O)C2CCN(S(=O)(=O)c3c(C)nn(C)c3C)CC2)cc1
→ 13%	13%	39	5%	?	-5%	i	6%	10%
Cc1ccc(OCC(=O)NCCCNC(=O)c2ccncc2)cc1C
→ 4%	-10%	21	1%	-10%	3%	i	1%	-4%
COc1ccc(CN(C(=O)CNC(=O)c2ccco2)C(C(=O)NC2CCCC2)c2ccco2)cc1 (configuration not stated)
→ 16%	?	6	6%	2%	2%	i	10%	5%
COc1ccc2[nH]c(C(=O)O)c(NS(=O)(=O)c3ccc(C)c(C)c3)c2c1
→ 3%	3%	24	-7%	6%	-4%	i	-15%	11%
